A549 viability: A549 cytotoxicity, counter-screen for Nrf2 inhibitors; A549 ARE-Fluc cells, CellTiter-Fluor viability, 18-24 h; Potency, µM (top dose mostly 46 µM), for the others: at the top dose activity change, negative = cytotoxicity, usual class: inhibitors; 0.16% of 390,000 active; AID 504648; note: potency is the fitted concentration of half-maximal effect; % is set by controls: 0 for no effect and ±100 for the full control effect
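A549 ARE-Fluc cells in 5% FBS OPTI-MEM, 5000 cells/well, rested 2 h then exposed to compounds in concentration-response for 18-24 h at 37 °C. Viability by CellTiter-Fluor fluorescence (Ex 405/Em 525) after 30 min; luciferase luminescence (BugLite, 15 min, RT) read afterwards.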
CCT chaperon mod: changes cytosolic chaperonin activity; AID 651819; 0.3% of 360,000 active; activity change, % (no concentration beside the values), hits read low; purified chaperonin ATPase assay, HTRF ADP detection, 30 min; in the data active = activity change below about -30%; note: % is set by controls: 0 for no effect and ±100 for the full control effect
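First, chaperonin was dispensed at 40 nM or 20 nM final depending on batch activity. Next, compounds were pinned at 76 uM and ATP added at 10 uM. After 30 min at 37 °C, ADP detection reagents ran 30 min at ambient temperature.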
S2 tox: cell viability loss in ATXN counter-screen | Potency, µM (highest dose often 56.7 µM), actives largely listed as cytotoxic | S2 cells (HEK-293 line with an ATXN2-luciferase reporter) viability, CellTiter-Fluor protease fluorescence, 24 h | 0.49% of 400,000 active | AID 651635; note: potency is the fitted concentration of half-maximal effect; nearly all actives have a fitted effect of over 40% in size
Nrf2 activator: activates Nrf2 signaling; AREc32 ARE-luciferase reporter (MCF7-derived line), luminescence, 24 h; Potency, µM (doses to about 46.1 µM), for the others: top-dose activation, actives largely listed as activators; 0.31% of 410,000 active; note: potency is the fitted concentration of half-maximal effect; % of control where 0% means no effect; nearly all actives have a fitted effect of over 65% in size
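For detection, Steady-Glo was added and plates sat 30 min at RT; before that, AREc32_Fluc cells grown overnight in OPTI-MEM/5% FBS had been treated with 23 nL compound for 24 hr at 37 deg C.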
HepG2 viability: HepG2 cytotoxicity, counter-screen for TGF-b inhibitors; HepG2 CAGA-GFP viability, ATP luminescence, 18 h; Potency, µM (doses to about 46.1 µM), inactives show at the top dose activity change, negative = cytotoxicity, hits mostly cytotoxic; 0.76% of 410,000 active; AID 588856; note: potency is the fitted concentration of half-maximal effect; some results filed as inactive show a strong effect at the top dose
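HepG2 CAGA-GFP cells (1000/well, DMEM with 1% FBS) received compound, then TGF-beta at 500 pg/mL final, and were incubated 18 hours at 37 degrees C. Viability was read by CellTiter-Glo luminescence. Media-only wells were set as complete cell-killing and DMSO as no toxicity.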
TGFb SMAD3 inh: TGF-b pathway inhibition; HepG2 CAGA-GFP TGF-b/SMAD3 reporter, GFP fluorescence, 18 h; TGF-beta stimulated, 500 pg/mL final; Potency, µM (highest dose often 46.1 µM), inactives show top-dose activity, negative = inhibition, usual class: inhibitors; 1.2% of 410,000 active; AID 588855; note: potency is the fitted concentration of half-maximal effect; % is set by controls: 0 for no effect and ±100 for the full control effect; nearly all actives have a fitted effect of over 65% in size
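Inhibition was scored as loss of TGF-beta-induced (500 pg/mL final, 18 hours, 37 degrees C) GFP in HEPG2 cells carrying a CAGA-GFP reporter, in DMEM with 1% FBS. Well GFP was summed per cell; Activity was normalised to unstimulated and stimulated DMSO wells, then concentration-response fitting.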
pAkt inh: Akt phosphorylation inhibition; Neuro2A IGF-stimulated pAkt S473 HTRF, 20 min; stronger effect = lower value; activity change, % for hits at 50 µM; 0.32% of 360,000 active; in the data active = activity change below about -80%; inconclusive = mostly about -51% to -80%; note: % is set by controls: 0 for no effect and ±100 for the full control effect
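Single-point screen (50 µM final compound) in Neuro2A cells stimulated 20 min with 6 nM IGF at 37 deg C. After lysis, Ser473-phosphorylated Akt read by HTRF (ex 330 nm, em 615/665 nm) as the 665/615 ratio.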
Nrf2 inh: Nrf2 pathway inhibition; A549 ARE-Fluc reporter, luciferase luminescence, 18-24 h; Potency, µM (highest dose often 46 µM), for inactives: at the highest dose activity change, negative = inhibition, hits mostly inhibitors; 2.1% of 360,000 active; note: potency is the fitted concentration of half-maximal effect; % is set by controls: 0 for no effect and ±100 for the full control effect; nearly all actives have a fitted effect of over 60% in size
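Nrf2 function is reported as luminescence of an ARE-controlled luciferase in A549 cells. Compounds were tested at several concentrations, and a CellTiter-Fluor read on the same wells flagged cytotoxicity.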
Mm-Cpn inhibitor: blocks the Methanococcus maripaludis chaperonin Mm-Cpn; purified Mm-Cpn ATPase, ADP Transcreener TR-FRET; Potency, µM (series often up to 76.9 µM), inactives show at the top dose activity, negative = inhibition, actives largely listed as inhibitors; 0.031% of 330,000 active; note: potency is the fitted concentration of half-maximal effect; % is set by controls: 0 for no effect and ±100 for the full control effect; nearly all actives have a fitted effect of over 80% in size
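Measured: ADP formation by purified Mm-CPN. Conditions: 25 nM protein, 10 uM ATP, Tris pH 7.4 with Mg2+, K+ and DTT, 37°C for 30 min. Detection: Transcreener HTRF after 30 min at room temperature.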
* = called active by the depositor; i = inactive; u = inconclusive; x = no result given; & = joins results of further samples. Unless noted, calls come from the whole dose curve; as a rule, active = well fitted curve in the direction sought with a large enough effect; inconclusive = small, poorly fitted or top-dose-only effect, or another doubt; inactive = no such curve, though single readings can be large; an effect the other way counts as inactive or inconclusive.

SMILES	A549 viability	CCT chaperon mod	S2 tox	Nrf2 activator	HepG2 viability	TGFb SMAD3 inh	pAkt inh	Nrf2 inh	Mm-Cpn inhibitor
CC1(C)NC(=O)N(CC(=O)Nc2ccc(-n3cnnn3)cc2)C1=O	1.2%	-2.6	i	0.4%	-4.1%	-16.2%	i	0.0%	-1.2%
COc1ccc(C(C(=O)NC2CCCC2)N(CCO)C(=O)Cn2nnc(-c3ccc(C)o3)n2)cc1 (stereo not drawn)	-3.9%	0.2	i	0.3%	-10.3%	-1.8%	i	-5.8%	-5.5%
CC#CC(=O)N1CCC(n2nccc2NC(=O)c2ccc3c(c2)OCO3)CC1	-5.1%	-2.9	u	-1.4%	6.8%	0.6%	i	u	-0.2%
O=C(Cn1c(-c2cncs2)nc2ccccc21)NC1CCCC1	1.7%	1.2	u	-0.2%	-3.2%	-5.4%	i	-3.0%	0.2%
CC(C)C[C@@H](C(=O)NCC1CCCO1)N1C(=O)N2CCc3c([nH]c4ccccc34)[C@@]2(C)C1=O (stereo partly drawn)	0.7%	-0.1	i	4.8%	-29.3%	-12.3%	i	2.4%	-1.0%
Cc1cc(Br)ccc1NC(=O)C1CSC2(C)CCC(=O)N12 (stereo not drawn)	-2.8%	-1.6	i	-0.2%	7.6%	-15.1%	i	16.4%	0.2%
NC(=O)C1CCN(CC(=O)Nc2ccccc2N2CCOCC2)CC1	-5.8%	-0.3	i	0.2%	0.6%	-15.8%	i	u	1.1%
CC(C)[C@H](NC(=O)c1ccco1)C(=O)N(C)Cc1c(F)cccc1Cl	12.3%	-1.8	i	2.1%	3.3%	6.6%	i	-10.4%	-2.5%
C#CC(=O)N(c1ccc(OC)c(OC)c1)C(C(=O)NC1CCCC1)c1cccs1 (stereo not drawn)	u	0.0	x	u	12.6µM*	u	i	23.1µM*	1.1%
CC(=O)N1CCN(CCS(=O)(=O)c2ccc(Br)cc2)CC1	-1.7%	-0.6	i	5.5%	9.0%	-6.8%	i	-4.1%	1.0%

Single records, from the list above.
Shown for COc1ccc(C(C(=O)NC2CCCC2)N(CCO)C(=O)Cn2nnc(-c3ccc(C)o3)n2)cc1 (stereo not drawn) : A549 viability: -3.9%; CCT chaperon mod: 0.2; S2 tox: i; Nrf2 activator: 0.3%; HepG2 viability: -10.3%; TGFb SMAD3 inh: -1.8%; pAkt inh: i; Nrf2 inh: -5.8%; Mm-Cpn inhibitor: -5.5%
Shown for CC(=O)N1CCN(CCS(=O)(=O)c2ccc(Br)cc2)CC1 : A549 viability: -1.7%; CCT chaperon mod: -0.6; S2 tox: i; Nrf2 activator: 5.5%; HepG2 viability: 9.0%; TGFb SMAD3 inh: -6.8%; pAkt inh: i; Nrf2 inh: -4.1%; Mm-Cpn inhibitor: 1.0%

(more compounds)
SMILES	A549 viability	CCT chaperon mod	S2 tox	Nrf2 activator	HepG2 viability	TGFb SMAD3 inh	pAkt inh	Nrf2 inh	Mm-Cpn inhibitor
Cc1cc(C)c(-c2cc(C(=O)Nc3c(C)n(C)n(-c4ccccc4)c3=O)[nH]n2)c(O)c1	x	-1.6	u	0.5%	6.3%	-4.6%	i	13.4%	-3.2%
CCOC(=O)C1CCN(S(=O)(=O)c2c[nH]c(=O)[nH]c2=O)CC1	1.9%	-4.9	i	0.3%	3.4%	-15.2%	i	-6.3%	0.5%
CC(=O)Nc1ccc(S(=O)(=O)N2CCN(C(=O)c3ncoc3-c3cccc(C)c3)CC2)cc1	3.4%	-2.4	i	-0.1%	7.1%	-3.1%	i	-19.6%	0.3%
COC(=O)C[C@@H]1C[C@@H]2c3cc(NC(=O)NC4CCCCC4)ccc3O[C@@H]2[C@H](CO)O1	x	-2.7	i	3.2%	-11.8%	3.0%	i	x	x
Cc1c(Cl)cccc1NC(=O)CCCN1C(=O)CCC1=O	4.0%	-0.2	i	-0.6%	3.1%	-2.9%	i	4.9%	-1.0%
Cc1ccc(Cl)cc1NC(=O)NCc1cccnc1	3.8%	-1.4	i	-0.1%	-0.5%	5.4%	i	u	0.9%
COc1ccc(/C=N\NC(=O)c2ccccc2OC)cc1COc1ccccc1C	-1.3%	-0.5	i	-0.8%	-14.5%	20.8%	i	u	-2.0%
COc1nc(-c2ccccc2)nnc1-c1ccccc1	8.7%	-3.3	i	27.7%	14.7%	-2.4%	i	u	1.2%
O=C(CNCc1cccs1)Nc1cc(S(=O)(=O)N2CCCC2)ccc1Cl	-2.5%	2.3	i	0.1%	-0.7%	0.1%	i	u	1.5%
CC(=O)c1ccc(N2CCN(C(=O)Cn3cnc(S(=O)(=O)N4CCCCC4)c3)CC2)cc1	-3.9%	-1.4	i	0.2%	10.8%	26.8%	i	3.0%	3.7%
C[C@H](OC(=O)n1ccnc1)[C@@H]1O[C@@]2(C)CCC[C@@H]1O2	-1.4%	-1.1	i	-0.6%	-4.8%	18.6%	i	12.4%	-1.9%
CCOC(=O)c1c(-c2ccco2)csc1NC(=O)CSc1nnc(N)s1	2.2%	-0.3	i	u	-20.4%	-10.7%	i	7.9%	0.5%
CCCOc1ccc(-c2nnn(CC(=O)N3CCC(C)CC3)n2)cc1	-6.8%	1.5	i	0.5%	0.7%	-5.2%	i	-8.8%	1.8%
COc1ccc(NC(=O)CCN2CCCC(C)C2)cc1 (stereo not drawn)	6.5%	-0.8	i	0.0%	0.3%	3.4%	i	-0.6%	-0.7%
Cc1ccc(CSc2cn(CCNC(=O)c3cccs3)c3ccccc23)cc1	-8.2%	x	u	0.0%	-24.3%	u	x	u	x
COc1cc(OC)cc(-c2c(-c3ccc(F)cc3)c3cc(-c4cccc5[nH]ccc45)ccc3n2C)c1	6.1%	-0.4	i	-0.9%	-15.4%	-12.2%	i	-28.2%	u
CCn1ncc(/C=C/C(=O)NCc2cnn(C)c2C)c1C	-1.9%	0.8	i	-0.5%	-1.6%	-7.5%	i	-13.6%	0.7%
O=C(O)c1cccc(S(=O)(=O)Nc2cccc3ccccc23)c1	0.7%	-0.2	i	-0.2%	-9.0%	4.6%	i	u	-2.3%
CCC(C)NC(=O)CNC(=S)N(CCCN1CCOCC1)Cc1cccs1 (stereo not drawn)	11.9%	-1.7	i	-0.6%	-14.9%	8.0%	i	3.1%	-1.0%
CNC(=O)c1ccc(OC2CSC2)cc1	-1.0%	1.1	i	0.2%	0.8%	4.1%	i	-19.3%	x
COc1cccc(C2C(C(C)=O)=C(O)C(=O)N2CCc2c[nH]c3ccccc23)c1 (stereo not drawn)	-3.6%	-0.1	i	-0.2%	-8.6%	2.9%	i	-1.3%	-0.4%
CCCCCCc1ccc(N2C[C@H](CCCCC)[C@@H](CC(=O)NCc3ccccc3)C2=O)cc1	-8.5%	-0.8	u	-0.2%	2.5%&12.2%	19.6%&4.4%	i	4.5%	-1.4%
COc1ccc(-n2ccn(Cc3ccccc3C)c(=O)c2=O)cc1	-0.7%	x	x	-0.8%	-4.9%	15.6%	x	-2.1%	x
Cc1ccc2c(Cl)c(C(=O)NCC(c3ccco3)N3CCCC3)sc2c1 (stereo not drawn)	-1.5%	-1.3	i	-0.7%	1.0%	-0.1%	i	-5.9%	u
O=C(NC(=S)NCc1ccccc1)c1cccnc1	2.2%	0.1	i	0.8%	-11.4%	20.8%	i	-12.4%	-1.0%
Cn1cccc1C(=O)NC(=O)COC(=O)C12CC3CC(CC(O)(C3)C1)C2	-2.1%	1.9	i	6.6%	5.0%	-2.3%	i	x	-13.0%
O=C(CC(=O)c1ccccc1)Nc1ccccc1	2.1%	-3.0	i	4.5%	-9.9%	0.0%	i	u	x
CC(=O)NCCC(=O)Nc1sc2c(c1-c1nc3ccccc3[nH]1)CCCC2	-14.9%	-5.8	i	24.6%	-0.3%	-16.9%	i	-11.6%	-1.8%
O=C(OC(C(=O)c1c[nH]c2ccccc12)c1ccccc1)c1cnccn1 (stereo not drawn)	3.1%	0.0	i	-0.8%	3.1%	-10.9%	i	u	1.0%
CCN(CC(=O)NCc1cccs1)C(=O)c1ccccc1F	-1.5%	-5.7	x	-0.8%	-12.6%	6.9%	i	4.7%	-0.5%
CCC1CCCCN1C(=S)NC(=O)c1ccc([N+](=O)[O-])cc1 (stereo not drawn)	-4.4%	-2.0	u	-0.7%	6.7%	0.0%	i	-2.1%	0.2%
Cc1coc2cc3oc(=O)ccc3cc12	1.7%	1.0	u	0.3%	2.2%	4.1%	i	3.3%	-1.2%
CC(C)[C@H](NS(=O)(=O)c1ccccc1)C(=O)OCC(=O)NC(=O)c1cccn1C	-8.2%	-4.4	i	3.1%	-19.3%	-6.8%	i	10.8%	1.9%
COc1ccc2[nH]cc(C(=O)CN3CCCC(C)C3)c2c1 (stereo not drawn)	0.7%	-0.1	i	-0.2%	-1.4%	14.0%	i	1.1%	-0.5%
NS(=O)(=O)c1cccc(NC(=O)CSc2n[nH]c(-c3ccccc3Br)n2)c1	2.1%	0.0	i	-0.7%	-36.7%	-18.5%	i	11.5%	x
CCOc1ccc(CN2CCN(Cc3cc4ccccc4o3)CC2CCO)cc1 (stereo not drawn)	2.0%	-1.1	i	0.1%	-27.3%	-26.9%	i	-13.2%	-0.2%
CC(=O)Nc1sc(C)c(C)c1C(=O)OCC(=O)N(CC(C)C)c1c(N)n(Cc2ccccc2)c(=O)[nH]c1=O	1.0%	-2.2	i	0.8%	-8.7%	-1.6%	i	-1.5%	-0.3%
O=C(Nc1c(-c2ccccc2)nc2ccccn12)c1ccccc1	-13.6%	-1.0	u	0.3%	24.2%	-18.3%	i	-15.8%	0.7%
CCOc1ccc(-n2ccn(CC(=O)NCCc3ccccc3)c(=O)c2=O)cc1	1.1%	-5.7	i	-0.8%	1.4%	9.9%	i	1.7%	1.9%
Cc1ccc(C(=O)Nc2ccc(S(=O)(=O)N3CCC(c4nc5ccccc5s4)CC3)cc2)cc1	8.6%	x	x	3.5%	-6.3%	-21.0%	x	24.6%	x
O=C(COc1ccccc1)NNC(=O)COc1ccc([N+](=O)[O-])cc1	-4.1%	0.3	i	0.2%	-43.3%	-8.8%	i	1.8%	1.4%
